DNA FID counter – displaces DNA intercalator in HCV helicase counter-screen; DNA fluorescent intercalator displacement, fluorescence; inhibition, % at 7.9 µM; actives 0.17% (n = 290,000); AID 1845; in the data active = inhibition above about 37%;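 also: 0% = vehicle and 100% = reference compound; higher means more ethidium bromide displaced from hairpin DNA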
HCV NS3 hel inh – HCV NS3 helicase inhibition. inhibition, % at 10.9 µM. NS3 helicase DNA unwinding, Cy5 molecular beacon fluorescence. actives 0.56% (n = 290,000);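 active = inhibition above the mean of all tested compounds plus 3 SD, set per campaign, cut at about 35% in these data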;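 also: 0% = DMSO wells and 100% = thioflavine S control wells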
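System: HCV NS3 helicase fragment; control set: DMSO and thioflavine S; technique: Cy5 fluorescence at 0 and 60 min, beacon hairpin quenching; reagent: beacon DNA duplex substrate plus ATP; replicates: singlicate; schedule: 1 h reaction at 25 °C, ATP-initiated; medium: MOPS buffer pH 6.5 with MgCl2, DTT, Tween20, BSA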
GPR7 antag – antagonists of human GPR7 (neuropeptides B/W receptor 1); inhibition, % at 4.4 µM; P48145; AID 1861; actives 1.1% (n = 290,000); GPR7-expressing cells, fluorescence antagonist assay; in the data active = inhibition above about 16%, passing the limit was not always enough;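 also: cells stimulated with the agonist NPW; 0% = agonist with vehicle and 100% = vehicle without agonist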
Target sequence (P48145 whole entry, looked up): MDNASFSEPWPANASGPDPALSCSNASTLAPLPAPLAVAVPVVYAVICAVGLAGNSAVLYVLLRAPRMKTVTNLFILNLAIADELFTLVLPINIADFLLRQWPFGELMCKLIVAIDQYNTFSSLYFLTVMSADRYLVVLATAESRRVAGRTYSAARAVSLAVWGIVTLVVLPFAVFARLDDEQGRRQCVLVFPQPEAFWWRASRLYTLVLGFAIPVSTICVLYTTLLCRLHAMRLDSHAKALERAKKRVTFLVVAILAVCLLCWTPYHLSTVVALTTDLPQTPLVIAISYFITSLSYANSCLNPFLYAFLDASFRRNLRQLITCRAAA
GalR3 antagonist – blocks the human galanin receptor 3 | O60755 | HEK293 GalR3-CNG cAMP membrane potential fluorescence; galR3 body fused to GalR1 C-terminus | inhibition, % at 3 µM | actives 0.44% (n = 360,000) | AID 651719;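 active = inhibition above the screen-wide average plus 3 SD, cut at about 13% in these data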;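 also: forskolin and galanin both at EC90 stimulate the cells; cAMP rise reported by CNG channel membrane potential dye signal; 0% = forskolin plus galanin with DMSO and 100% = forskolin alone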
Target sequence (O60755 1-299 limits assumed): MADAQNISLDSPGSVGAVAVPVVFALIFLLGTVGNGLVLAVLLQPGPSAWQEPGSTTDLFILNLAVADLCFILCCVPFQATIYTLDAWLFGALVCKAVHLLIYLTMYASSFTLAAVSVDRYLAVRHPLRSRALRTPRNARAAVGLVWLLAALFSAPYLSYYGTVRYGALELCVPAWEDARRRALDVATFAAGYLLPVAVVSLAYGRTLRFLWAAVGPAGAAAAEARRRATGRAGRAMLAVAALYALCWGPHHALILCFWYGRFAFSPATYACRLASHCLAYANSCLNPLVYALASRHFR
IMP-1 inhibitor – inhibitors of Pseudomonas aeruginosa IMP-1 metallo-beta-lactamase; purified IMP-1, nitrocefin hydrolysis, epi-absorbance fluorescence; inhibition, % at 5.6 µM; actives 0.45% (n = 290,000); AID 1556;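 active = inhibition above the mean plus 3 SD of all compounds in the same screening run, cut at about 4.5% in these data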;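 also: 0% = IMP-1 with DMSO and 100% = DMSO wells lacking enzyme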
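Assay system: purified IMP-1; Quantity: IMP-1 0.2 nM before substrate addition; Medium: HEPES buffer pH 7.1 with ZnSO4 and Brij 35; Incubation: 15 min enzyme–compound preincubation, then 25 min nitrocefin reaction, 25 °C; Signal: fluorescence quenching readout, ex 480/em 530 nm; Controls: DMSO with and without IMP-1; Repeats: singlicate testing.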
OXTR ag – activates the human oxytocin receptor | CHO-OTR cells, Fluo-8 calcium fluorescence; normalized: DMSO 0%, oxytocin 100% | activation, % at 3 µM | actives 0.32% (n = 320,000);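 active = activation above the mean of all tested compounds plus 3 SD, cutoff set per screening run, cut at about 20% in these data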;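 also: peak over basal fluorescence ratio from a 100 s FLIPR kinetic read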
PHOSPHO1 inh – PHOSPHO1 (human) inhibition; actives 1.1% (n = 290,000); inhibition, % at 13.3 µM; recombinant PHOSPHO1, absorbance phosphatase assay; in the data active = inhibition above about 60%
Target sequence (Q8TCT1 whole entry, looked up): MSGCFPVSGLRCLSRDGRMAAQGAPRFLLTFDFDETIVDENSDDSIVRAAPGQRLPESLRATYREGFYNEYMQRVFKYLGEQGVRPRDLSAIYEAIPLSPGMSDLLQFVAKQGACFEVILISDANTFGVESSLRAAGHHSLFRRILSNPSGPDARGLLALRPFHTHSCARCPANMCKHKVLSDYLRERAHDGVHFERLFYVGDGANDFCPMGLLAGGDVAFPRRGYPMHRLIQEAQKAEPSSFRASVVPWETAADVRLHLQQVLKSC
VIM-2 inhibitor – inhibitors of Pseudomonas aeruginosa VIM-2 metallo-beta-lactamase; inhibition, % at 5.6 µM; purified VIM-2, nitrocefin hydrolysis, epi-absorbance fluorescence; actives 0.89% (n = 290,000); AID 1527;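 active = inhibition above the mean of all tested compounds plus 3 SD, cutoff set per screening run, cut at about 7.5% in these data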;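 also: red hydrolysis product quenches plate fluorescence so inhibitors raise well fluorescence; 0% = enzyme with DMSO and 100% = DMSO without enzyme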
V1R ag counter – activates human V1a receptor in oxytocin agonist counter-screen | activation, % at 3 µM | CHO-V1R cells, Fluo-8 calcium fluorescence, agonist mode; 0% DMSO, 100% 3 nM vasopressin | actives 0.25% (n = 320,000) | P37288;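 active = activation above the mean activation of all tested compounds plus 3 SD, per screening run, cut at about 20% in these data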;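 also: signal is peak over basal fluorescence ratio across a 100 second FLIPR read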
The depositor's hits bear a star; x = no result given.

SMILES	DNA FID counter	HCV NS3 hel inh	GPR7 antag	GalR3 antagonist	IMP-1 inhibitor	OXTR ag	PHOSPHO1 inh	VIM-2 inhibitor	V1R ag counter
O=C(NCCc1ccccc1)C1CCC(CNS(=O)(=O)c2cccc3cccnc23)CC1 (stereo unspecified)	-45.8	5.5	1.6	5.2	-1.1	1.1	41.6	-1.9	0.3
CCC(=O)N1CCN(c2ccc(NC(=O)c3ccc4c(c3)OCO4)cc2)CC1	-12.1	7.0	-9.5	9.0	-0.3	-0.1	16.8	-0.9	0.7
COc1cc2ccccc2cc1C(=O)Nc1cccnc1	-11.8	-0.2	2.4	-4.4	-3.2	0.7	-17.2	-1.7	0.3
CCOC(=O)C1CCCN(Cc2c(C(=O)N3CCCCC3)nc3c(C)cccn23)C1 (stereo unspecified)	-24.9	22.2	-3.0	0.9	-1.8	-0.6	19.5	-3.1	-1.0
Cc1cc(C(=O)O)c(CSCc2cc(C(=O)O)oc2C)o1	0.0	-1.0	4.2	-6.3	-3.2	0.5	76.1*	-3.0	0.2
Cc1ccc2nc(SC(C)C(=O)NCc3ccc4c(c3)OCO4)[nH]c2c1 (stereo unspecified)	-11.4	0.8	3.5	1.5	-1.7	-0.4	0.8	-2.4	-1.6
Cn1cc(/C=C2/SC(=O)N(c3ccccc3)C2=O)c2ccccc21	3.0	11.9	-6.4	-1.3	0.3	0.3	27.4	2.5	0.9
Cc1cccc(NC(=O)C2SC(=Nc3c(C)cccc3C)C(C(=O)N3CCOCC3)=C2N)c1 (stereo unspecified)	-4.8	5.2	-8.1	0.8	-2.5	-0.2	11.3	-1.4	0.5
COc1cc2c(cc1OC)CN(C(=O)CCOc1ccccc1C)CC2	-42.0	-9.1	13.9	-8.7	-1.2	3.2	10.8	0.3	5.0
COc1ccc(CCN(C)CC(=O)Nc2ccc(F)c(Cl)c2)cc1OC	4.3	-17.5	2.6	-8.9	-4.2	1.0	4.1	-3.2	1.8
CC(=O)Oc1cccc(C(=O)Nc2ccccc2C(=O)N2CCCC2)c1	-11.0	-2.1	-4.9	-2.1	-0.3	-1.1	37.7	-1.2	1.2
CC(C)Cn1nc(NS(=O)(=O)c2ccccc2)c2cc3ccccc3nc21	2.1	-3.4	5.2	-5.2	-3.2	0.9	54.0	-1.4	2.9
CNCc1ccccc1Sc1cccc(O)c1	0.8	-6.0	1.9	-7.9	-2.4	4.6	2.1	-2.6	3.1
Cc1ccc(NC(=O)c2ccc3snnc3c2)cc1C	-11.9	15.4	-2.4	2.6	-0.7	-0.2	39.5	0.5	1.0
COc1ccc(/C=N/N2C(=O)CN(C(=O)c3ccccc3)C2c2ccc(OC)cc2)cc1 (stereo unspecified)	-37.2	-3.6	-9.4	-4.2	-1.6	-0.4	11.9	-1.7	0.2
CCOC(=O)Cc1csc2nc3sc(C)c(C)c3c(=O)n12	-0.4	1.5	12.1	1.1	-2.1	-2.3	17.6	0.9	-1.8
Cc1cc(-c2cc(-c3ccc(Cl)cc3)on2)nc(NC2CCCC2)n1	x	x	x	-4.5	x	-0.5	4.5	x	0.0
COc1ccc(OCC(=O)Nc2cc(OC)ccc2N2CCCCC2)cc1	-33.5	-16.0	-23.3	-7.4	-5.6	-1.2	23.0	-3.8	-0.2
COC(=O)CN(c1ccccc1[N+](=O)[O-])S(=O)(=O)c1ccccc1	2.7	6.2	10.7	-1.3	-1.6	-0.7	45.4	-1.6	-0.3
CCOc1cccc(C(=O)N(Cc2ccco2)C2CCS(=O)(=O)C2)c1 (stereo unspecified)	-4.0	5.9	-3.6	0.6	-2.3	-0.9	-5.6	-1.4	0.0
Cc1ccc(-n2ncc(C(=O)NC3CC3)c2C2CCN(C(=O)OC(C)(C)C)CC2)c(C)c1	-69.9	12.4	5.8	3.9	-1.1	1.0	27.3	-3.5	1.4
O=C(CP(=O)(c1ccccc1)c1ccccc1)N1CCOCC1	-5.4	-0.5	-20.8	-0.6	-2.2	-0.2	-3.4	-0.6	-0.9
Cc1cc(C)c2nc(N)sc2c1	5.2	1.7	-15.6	-0.1	-3.4	0.8	24.3	-0.9	-0.5
NC(=O)c1ccc(=O)n(Cc2ccc(F)c(F)c2)c1	-0.2	-0.2	-3.9	-2.3	-2.5	-1.2	x	0.5	0.0
O=C(COc1ccc(Cl)cc1)NCc1ccncc1	3.7	-3.9	-9.0	-3.7	-1.7	-0.4	-21.8	-2.5	-0.9
Cc1cc2cc(CCNC(=O)C(=O)c3c[nH]c4ccccc34)c(=O)[nH]c2cc1C	-9.1	-18.6	3.8	-2.8	-1.2	2.0	-3.9	-3.4	0.7
COc1cccc(=O)c2c(C)oc(C)c12	-4.1	6.9	19.4*	2.4	-2.9	-1.5	6.7	-3.6	0.2
O=C(Oc1c(CN2CCOCC2)cc(Cl)c2cccnc12)c1ccccc1	-3.0	-2.8	-6.3	-4.5	-2.1	-1.7	-14.7	2.3	-0.3
Cc1ccc2nc3sc(C(=O)Nc4ccc(N5CCOCC5)cc4)c(N)c3cc2c1	-8.6	2.3	-8.1	x	-1.7	x	-2.2	-0.2	x
COc1ccccc1C(=O)n1nc(C)cc1C	-0.9	7.1	-12.9	-3.7	0.3	-1.2	-30.5	-3.5	0.5
O=C(N/C(=C\c1cn(-c2ccccc2)nc1-c1ccccc1)C(=O)N1CCOCC1)c1ccccc1	-1.3	6.5	-10.0	x	-3.3	0.2	10.9	-1.2	0.3
O=C(Cc1ccccc1)Nc1ccccc1C(=O)N1CCCCC1	-7.0	-1.6	-7.7	-0.1	-0.8	0.9	4.6	-2.3	1.0
Oc1oc(-c2cccc3ccccc23)nc1/C=N/c1nccs1	-24.7	23.0	-5.5	-0.2	-3.1	7.3	-6.2	-1.7	5.2
O=C(/C=C/c1ccc2c(c1)OCO2)c1ccc(F)cc1	-5.0	-2.1	16.6	-2.0	-3.0	-0.8	3.5	-1.5	-1.2
Cc1nc(-c2ccc(S(=O)(=O)Nc3cc(F)ccc3F)cc2)co1	-21.1	0.6	-6.6	-0.9	-1.9	0.8	43.7	-2.8	-0.4
CC(C)[C@H](NC(=O)C1CCN(C(=O)[C@H](Cc2ccccc2)NC(=O)OC(C)(C)C)CC1)C(=O)O	-33.3	2.2	-3.6	-9.3	0.3	-0.5	60.6*	-2.8	0.9
C=CCNC(=O)c1ccc(Cn2cc(C(F)(F)F)ccc2=O)cc1	-1.0	-15.3	-2.0	-2.5	-1.3	0.7	8.1	-0.4	0.5
COc1ccccc1CNC(=O)c1cc2c(C)nn(Cc3ccc(F)cc3)c2s1	-14.5	-19.9	-11.7	-2.2	-2.5	1.4	53.2	-2.1	4.1
Cc1ccc(F)cc1NC(=O)c1sc2ncn(CC(=O)N3CCN(c4ccccn4)CC3)c(=O)c2c1C	-38.4	-0.6	-21.7	1.8	-5.4	3.5	26.1	-2.0	6.3
CCOC(=O)C1CCN(C(=O)Cn2nc(C)n3nc(-c4ccc(CC)cc4)cc3c2=O)CC1	-29.8	-5.6	-3.7	-7.7	-1.6	2.3	23.9	0.1	4.8

Grouped by structure: the entries above containing a thiophene ring, fused or not.
SMILES	DNA FID counter	HCV NS3 hel inh	GPR7 antag	GalR3 antagonist	IMP-1 inhibitor	OXTR ag	PHOSPHO1 inh	VIM-2 inhibitor	V1R ag counter
CCOC(=O)Cc1csc2nc3sc(C)c(C)c3c(=O)n12	-0.4	1.5	12.1	1.1	-2.1	-2.3	17.6	0.9	-1.8
Cc1ccc2nc3sc(C(=O)Nc4ccc(N5CCOCC5)cc4)c(N)c3cc2c1	-8.6	2.3	-8.1	x	-1.7	x	-2.2	-0.2	x
COc1ccccc1CNC(=O)c1cc2c(C)nn(Cc3ccc(F)cc3)c2s1	-14.5	-19.9	-11.7	-2.2	-2.5	1.4	53.2	-2.1	4.1
Cc1ccc(F)cc1NC(=O)c1sc2ncn(CC(=O)N3CCN(c4ccccn4)CC3)c(=O)c2c1C	-38.4	-0.6	-21.7	1.8	-5.4	3.5	26.1	-2.0	6.3

Later entries.
SMILES	DNA FID counter	HCV NS3 hel inh	GPR7 antag	GalR3 antagonist	IMP-1 inhibitor	OXTR ag	PHOSPHO1 inh	VIM-2 inhibitor	V1R ag counter
CCOc1ccc(OCC(=O)NCCc2nc3ccccc3[nH]2)cc1	-5.7	-14.5	-12.8	3.8	-1.8	-1.8	36.6	-2.3	-1.0
CCC(C)NC(=O)C1CCC(=O)N(c2ccc3c(c2)OCO3)C1c1ccc(OC)cc1 (stereo unspecified)	-7.0	-8.3	-13.3	-3.4	-2.2	0.1	10.1	-3.2	-1.5
Cc1ccc(-n2[nH]c(C)c(C=Nc3ccc(Br)cn3)c2=O)cc1	-7.0	-2.8	-13.3	-2.5	-2.7	-0.2	-15.7	-3.1	0.3
CC(C)c1ccc(OCC(=O)NNC(=O)c2cnccn2)cc1	-8.2	-17.0	-6.6	-2.7	-3.0	0.1	43.9	-3.5	0.8
CCCCCCC(=O)Nc1nnc(CC)s1	-8.6	-3.6	-2.1	0.6	0.6	-1.9	-26.0	-3.6	-1.7
CC1CCCCN1S(=O)(=O)Cc1ccccc1Cl (stereo unspecified)	-6.0	0.7	-16.7	-0.5	-0.9	x	29.1	-0.2	x
NC(=O)c1c(NC(=O)CN2CCOCC2)sc2c1CCC2	-4.8	-4.5	0.6	-2.3	-2.4	-0.3	4.6	-3.5	-0.1
N#Cc1ccc(OCC(O)CS(=O)(=O)c2ccc(F)cc2)cc1 (stereo unspecified)	-0.8	7.8	-1.6	-6.5	-2.4	1.4	37.0	-3.0	-0.2
CCOc1ccc(NC(=O)C23CC4CC(C2)CC(c2ccccc2)(C4)C3)cc1	-10.9	-1.5	-7.4	-8.5	-1.9	-1.2	-20.1	-6.4	-0.4
C=C(C)C1CC=C(C)/C(=N/NC(=O)CNc2ccc(C)cc2C)C1 (stereo unspecified)	-2.5	-1.7	-7.4	-1.7	-3.9	-1.1	-7.4	-1.4	-0.2
CC(=O)Nc1ccc(Nc2nc(C)c([N+](=O)[O-])c(Nc3ccccc3)n2)cc1	2.8	6.2	-4.9	-3.4	-1.0	-3.6	18.3	-2.7	2.4
COc1ccc(S(=O)(=O)N2CCC[C@H]2C(=O)NC2=NCCS2)cc1	-0.4	0.5	-2.6	-2.5	-1.3	-0.1	-16.5	-2.9	-0.4
Cc1sc(N)nc1-c1ccccc1	0.1	-3.4	-23.7	-5.4	-3.4	-1.2	-7.9	-2.5	-0.4
CC(C)(O)C#Cc1ccc(C(=O)N2CCC(C(N)=O)(N3CCCCC3)CC2)o1	-8.5	-4.0	2.5	-0.8	-0.9	x	x	-1.9	x

Screening results deposited in PubChem by several laboratories.
